sPLA2-III inh: Inhibits HGIII-sPLA2 liposome hydrolysis, primary screen; inhibition, % at 12.2 µM; AID 743126; 370,000 tested, 0.56% active; QFRET BODIPY PC-A2 liposome hydrolysis, fluorescence;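 active = inhibition above mean plus 3 SD of compounds lying within the high and low control bounds, cut at about 19% in these data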;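 also: 0% = median of test compound wells and 100% = no enzyme DMSO wells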
Target sequence (Q9NZ20 whole entry, looked up): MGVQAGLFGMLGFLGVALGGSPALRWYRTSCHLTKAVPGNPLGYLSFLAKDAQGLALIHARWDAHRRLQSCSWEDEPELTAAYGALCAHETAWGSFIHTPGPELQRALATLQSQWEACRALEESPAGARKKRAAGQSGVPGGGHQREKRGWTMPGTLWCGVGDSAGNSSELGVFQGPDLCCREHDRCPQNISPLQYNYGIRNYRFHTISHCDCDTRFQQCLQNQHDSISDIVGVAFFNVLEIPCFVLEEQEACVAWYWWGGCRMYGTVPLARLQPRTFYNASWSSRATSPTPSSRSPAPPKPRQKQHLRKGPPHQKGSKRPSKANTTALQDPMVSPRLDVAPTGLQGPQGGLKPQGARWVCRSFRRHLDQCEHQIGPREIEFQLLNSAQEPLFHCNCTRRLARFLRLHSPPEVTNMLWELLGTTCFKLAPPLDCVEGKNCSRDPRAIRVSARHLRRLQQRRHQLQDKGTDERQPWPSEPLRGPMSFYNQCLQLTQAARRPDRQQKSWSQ
DAX1 inh-1: DAX1 (NR0B1) inhibition, primary screen; AID 652010; 370,000 tested, 1.1% active; inhibition, % at 6.8 µM; HEK293T StAR-luciferase reporter, SF-1/DAX-1 repression relief;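 active = inhibition above the mean over all tested compounds plus 3 SD, cut at about 3.6% in these data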;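 also: 0% = DAX-1 cells with DMSO and 100% = cells lacking DAX-1 with DMSO; higher inhibition means more luminescence from relief of DAX-1 repression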
DAX1 inh-2: NR0B1 (DAX1) inhibition; inhibition, % at 6.75 µM; 340,000 tested, 0.99% active; HEK293 Gal4-DAX1 luciferase reporter, luminescence; AID 504766; P51843;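 active = inhibition above the mean over all tested compounds plus 3 SD, cut at about 4.2% in these data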;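 also: 0% = DAX1-transfected cells with DMSO and 100% = empty-vector control cells with DMSO; inhibition shows as a rise in luminescence from relieved DAX1 repression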
Target sequence (P51843 207-470 limits assumed): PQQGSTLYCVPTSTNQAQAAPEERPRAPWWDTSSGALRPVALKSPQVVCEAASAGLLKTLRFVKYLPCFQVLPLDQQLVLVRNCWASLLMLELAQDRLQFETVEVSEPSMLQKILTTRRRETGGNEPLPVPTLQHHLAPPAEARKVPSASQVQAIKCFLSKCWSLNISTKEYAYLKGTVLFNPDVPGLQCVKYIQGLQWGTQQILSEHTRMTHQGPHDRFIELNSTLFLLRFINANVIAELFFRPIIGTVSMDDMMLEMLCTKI
ssDAF12 agonist: activators of S. stercoralis DAF-12 nuclear receptor | HEK293 ssDAF-12/GRIP1 lit1-tk-luc reporter, luminescence; % of 3 µM dafachronic acid response | activation, % at 6.8 µM | 370,000 tested, 1% active | AID 652126;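 active = activation above the mean over all tested compounds plus 3 SD, cut at about 0.9% in these data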;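 also: 0% = DMSO-only wells and 100% = 3 µM delta7-dafachronic acid wells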
hgDAF-12 ag: hgDAF-12 agonism, primary luciferase screen; HEK293 GAL4-hgDAF12 UAS-luciferase reporter, agonist luminescence; normalized to butyrate control; activation, % at 6.8 µM; 370,000 tested, 1.8% active;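 active = activation above a cutoff set at the mean of all screened compounds plus 3 SD, cut at about 10% in these data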;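 also: 0% = DMSO wells and 100% = sodium butyrate wells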
SMARCA2 act: activators of SMARCA2 function; MG213 cells, MMTV-luciferase reporter, dexamethasone, overnight; 370,000 tested, 1% active; activation, % at 9.1 µM; in the data active = activation above about 7.8%;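 also: 0% = vehicle wells and 100% = reference activator wells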
GC-B act: GC-B (human) receptor activation. 370,000 tested, 0.11% active. AID 1920062. P20594. HEK293-GC-B cells, CNP EC30, cGMP TR-FRET; 0% at EC30 CNP, 100% saturating CNP. activation, % at 10 µM;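 active = activation at 10 µM reaching about 35% in either raw or pattern-adjusted values, limit read from the data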
hcDAF-12 act: activates DAF-12 receptor from parasite H. contortus. HEK293 hcDAF-12 lit1-tk-luc reporter, luminescence; 0% DMSO, 100% Δ7-dafachronic acid. activation, % at 6.8 µM. 370,000 tested, 1.4% active;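 active = activation above the mean of all tested compounds plus 3 SD, cut at about 5.5% in these data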;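 also: 100% = response to 3 µM Δ7-dafachronic acid high control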
FXN GAA850 act: activators of GAA850 frataxin (FXN) promoter | 360,000 tested, 0.56% active | activation, % at 6 µM | HEK293 lucGAA850 FXN promoter luciferase reporter, 24 h; percent of 10 µM SAHA response;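 active = activation above the average of all compounds screened plus 3 SD, cutoff fixed separately per campaign, cut at about 7.5% in these data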;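 also: 0% = DMSO wells and 100% = 10 µM SAHA wells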
proKLK7 act: activates the human kallikrein-7 zymogen; AID 652039; purified proKLK7, EDANS-DABCYL substrate fluorescence; 100% is mature enzyme control, 0% vehicle; P49862; activation, % at 7 µM; 370,000 tested, 0.9% active;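 active = activation above the mean of all tested compounds plus 3 SD, computed per campaign excluding outliers beyond control limits, cut at about 13% in these data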
Target sequence (P49862 whole entry, looked up): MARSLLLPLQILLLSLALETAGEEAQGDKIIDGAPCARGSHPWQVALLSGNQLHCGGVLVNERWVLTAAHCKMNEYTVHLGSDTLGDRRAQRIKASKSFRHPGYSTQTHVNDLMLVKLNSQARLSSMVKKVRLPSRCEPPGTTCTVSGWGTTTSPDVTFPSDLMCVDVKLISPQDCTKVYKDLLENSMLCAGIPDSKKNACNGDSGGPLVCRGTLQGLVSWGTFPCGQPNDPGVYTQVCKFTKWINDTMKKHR
GC-A act: GC-A (human) enzyme activation; P16066; HEK293 GC-A cells, cGMP TR-FRET, EC30 ANP; 0% at EC30 ANP, 100% saturating ANP; activation, % at 10 µM; 370,000 tested, 0.14% active; in the data active = activation above about 40%
* hit, by the source's call; x = not tested or not shown.

SMILES | sPLA2-III inh | DAX1 inh-1 | DAX1 inh-2 | ssDAF12 agonist | hgDAF-12 ag | SMARCA2 act | GC-B act | hcDAF-12 act | FXN GAA850 act | proKLK7 act | GC-A act
COc1ccccc1Cn1c(=S)[nH]c2cc(C(=O)N3CCCC3)ccc2c1=O | 14 | -2.0 | -0.6 | -1.4 | 0.6 | 1 | 4 | -2.1 | 0.7 | 0.1 | 18
O=C(CSc1ccccc1)N1CCN(S(=O)(=O)c2ccccc2F)CC1 | 2 | 0.2 | 1.8 | -1.4 | 2.6 | -2 | 5 | 0.5 | 1.4 | 0.2 | 2
OCc1c[nH]c(=S)n1CCOc1cccc(C(F)(F)F)c1 | 17 | -0.7 | -1.2 | -1.7 | 0.1 | 1 | 9 | -1.5 | 2.1 | -0.2 | 5
O=C(Nc1ccc(N2CCCC2)c(Cl)c1)c1ccc(Br)o1 | 2 | 0.4 | -0.1 | 0.1 | 4.5 | 3 | 1 | 1.9 | 2.9 | -2.0 | -2
OC(c1ccc(F)c(F)c1)c1nc(-c2ccoc2)cs1 (stereo not given) | -8 | -1.6 | x | -0.6 | -3.2 | 7 | -1 | -2.0 | 1.5 | -0.6 | -1
COCCn1c(SCc2ccccc2)nc2c1c(=O)[nH]c(=O)n2C | -4 | 0.0 | 1.4 | -1.4 | -3.4 | -2 | 1 | 1.1 | 2.5 | -0.4 | -2
COc1ccc(C(=O)NC2CC2)cc1OC1CCN(Cc2cc(C)c(C)cc2C)CC1 | -1 | 1.2 | -0.3 | -1.1 | -3.0 | 9.1* | -2 | -1.0 | 0.6 | 0.1 | -4
Cc1cc(C)nc(Nc2n[nH]c(COc3ccccc3)n2)n1 | 1 | 0.4 | 0.0 | -0.5 | 0.7 | 0 | -1 | -1.8 | 2.1 | -0.1 | 1
C=CCn1c(SCC(=O)Nc2ncc(Cc3cc(C(F)(F)F)ccc3Cl)s2)nnc1-c1ccncc1 | 4 | -0.1 | -1.6 | -0.2 | -1.6 | 3 | 4 | -1.1 | 4.0 | 0.8 | 0
O=C(Nc1cnc2ccccc2c1)c1cccnc1 | 3 | 2.3 | 0.8 | -0.3 | 9.0 | 4 | -7 | 1.5 | 2.9 | 0.6 | -2
O=C(c1[nH]c(C(F)(F)F)nc1-c1ccccc1)N1CCN(c2ccccc2)CC1 | 8 | -3.3 | x | -1.2 | 4.7 | -4 | -7 | 0.6 | x | 0.3 | -4
COc1ccc(C2Nc3ccccc3C(=O)N2c2ccccc2)cc1CN1CCOCC1 (stereo not given) | 0 | -0.6 | 6.1* | -1.1 | 0.4 | 1 | -9 | 0.6 | 3.5 | 4.8 | -8
CCOc1ccccc1NC(=O)C(CC)Sc1nc2ccncc2[nH]1 (stereo not given) | -33 | -0.9 | 0.0 | -1.5 | -0.6 | -2 | 1 | -1.6 | -0.2 | 0.6 | 0
CCC1(CC)C(=O)NC(=O)NC1=S | 3 | -0.5 | -0.7 | -0.8 | -0.1 | 4 | 3 | -1.5 | 0.7 | 0.2 | 2
COc1cc(C2c3cc4c(cc3OC(N3CCOCC3)C2C)OCO4)cc(OC)c1OC(C)=O (stereo not given) | 11 | -0.9 | 0.9 | -1.3 | -1.9 | -2 | -5 | 0.4 | -2.8 | -0.1 | -4
C=C(C)CSc1nc2ncccc2[nH]1 | 8 | 0.1 | 1.3 | -1.4 | -1.6 | 0 | 0 | -1.2 | 0.5 | -0.7 | 0
O=C(NCCc1ccco1)C(=O)NCC1OCCCN1S(=O)(=O)c1ccccc1 (stereo not given) | -1 | -0.2 | -0.1 | -0.7 | -0.4 | 0 | 4 | -0.7 | -0.9 | -0.2 | -1
O=C(COC(=O)c1nc(Cl)c(Cl)c(Cl)c1Cl)c1ccc[nH]1 | 3 | 0.3 | 1.4 | -0.5 | -0.4 | 9.3* | 32 | 0.0 | 3.6 | 0.3 | 23
Cc1cccc2c1Sc1ccccc1CC2=O | -12 | -0.6 | -0.3 | -0.9 | -1.5 | 0 | -9 | -0.5 | 0.2 | -1.2 | 2
O=C(COc1ccc([N+](=O)[O-])cc1)Nc1ccc(S(=O)(=O)N2CCOCC2)cc1 | -7 | 0.2 | 1.8 | -1.6 | -2.0 | -4 | -10 | -1.2 | 0.5 | 0.3 | 1
O=C(O)CCc1nn2c3ccccc3n(CCO)c2nc1=O | 7 | -0.5 | 0.8 | -1.7 | 0.6 | 1 | -1 | -1.0 | 0.5 | 3.9 | 4
CCN1CCN(C(=S)NCc2ccc(C)cc2)CC1 | 3 | -0.4 | -0.5 | -0.8 | 1.4 | 1 | 2 | 0.4 | 3.6 | 0.1 | 0
Cn1c(CN2CCCC2)nc2cc(NS(=O)(=O)c3ccccc3)ccc21 | 1 | -0.1 | 1.3 | -1.2 | 0.0 | 0 | 1 | -1.7 | -0.9 | -0.5 | 5
O=C(Nc1ccc(N2C(=O)CC(c3ccccc3)C2=O)c(Cl)c1)c1ccccn1 (stereo not given) | -34 | x | x | -1.4 | -0.9 | x | 4 | -0.1 | x | x | -1
CC1=C(C)CC(C(=O)NCCCN2CCCC2=O)C(C(=O)O)C1 (stereo not given) | 6 | 0.9 | 1.8 | -0.6 | 2.6 | 1 | 5 | 0.5 | 0.8 | -0.1 | 1
CN(C)CCCC(=O)c1ccc2c(c1)OCO2 | 5 | 0.1 | -0.1 | -1.1 | -0.4 | 0 | 1 | -0.9 | -0.8 | 0.7 | 2
O=C(CC1Sc2ccccc2NC1=O)NNc1ccc(F)cc1 (stereo not given) | -12 | -0.2 | -1.5 | -1.1 | 0.8 | 4 | 2 | -2.2 | 0.0 | 0.3 | -5
COc1ccc(CCNC(=O)CSc2ccc(Br)cc2)cc1OC | 0 | 1.3 | 1.2 | -1.3 | 1.5 | 0 | -2 | -1.2 | 0.7 | -0.7 | 2
CN(C)c1ccc(CNc2nc3ccccc3n2C)cc1 | 2 | 4.8* | 2.3 | -1.0 | 15* | -2 | -1 | 5.2 | 1.7 | -0.5 | -2
O=C(NC1CCCCN(Cc2cccc(F)c2)C1=O)c1cccc(C(F)(F)F)c1 (stereo not given) | 0 | 0.4 | x | -0.9 | 2.1 | -2 | 1 | 1.6 | x | -0.5 | 2
Cc1ccc(C(=O)NCCc2nnc3c(C(F)(F)F)cc(Cl)cn23)o1 | 5 | -0.1 | 0.1 | -1.0 | 2.8 | 0 | 2 | -1.0 | 0.4 | 0.4 | 4
CCc1ccc(C(=O)COC(=O)CNC(=O)c2cccs2)cc1 | -1 | 0.1 | 0.8 | -0.2 | 0.5 | -2 | -2 | -0.9 | 1.9 | -0.4 | 3
CCc1nc2c(OCc3ccc(Cl)cc3)cccn2c1N(C)C(=O)c1cccs1 | -2 | -0.8 | x | -1.5 | -4.5 | -5 | 0 | -3.2 | -0.6 | 0.8 | -1
COc1ccc(S(=O)(=O)Nc2ccccc2C)cc1C(=O)N1CCOCC1 | 0 | 0.0 | -1.7 | -1.5 | 4.8 | 1 | -1 | -1.4 | 2.2 | 0.2 | -3
O=C(COc1ncnc2ccccc12)Nc1ccccc1[N+](=O)[O-] | 4 | 1.4 | 0.1 | -0.5 | 3.1 | -2 | 5 | 4.2 | -0.7 | -0.3 | 6
COc1cccc(C(C(=O)NC2CCCC2)N(C(=O)c2ccco2)c2ccc(NC(C)=O)cc2)c1OC (stereo not given) | 6 | 0.1 | -0.1 | -0.7 | -1.6 | -1 | 5 | 0.5 | -5.3 | 0.1 | 2
CC1CCC2CCCCC2N1C(=O)c1cc([N+](=O)[O-])cc([N+](=O)[O-])c1 (stereo not given) | 2 | -0.3 | -1.2 | -0.7 | 0.9 | -2 | 1 | 0.4 | 0.9 | -0.5 | -4
S=C1NCCN1c1ccc(Cl)cc1 | 7 | -1.3 | x | -0.6 | 0.9 | -3 | 5 | -1.0 | x | 0.5 | 1
COCC1CCN(Cc2c(C(=O)N3CCOCC3)nc3c(C)cccn23)C1 (stereo not given) | -2 | -0.1 | -0.5 | -0.7 | -3.1 | -5 | -5 | 0.4 | 0.5 | 0.3 | 4
O=C(CCCN1C(=O)c2ccccc2C1=O)N1CCc2ccccc2C1 | 3 | 0.2 | -0.4 | -1.0 | -1.0 | -3 | -1 | -1.1 | -1.1 | 0.3 | 4
COc1ccc(C2CC(=O)Oc3c(C(CCN4CCN(c5ccccc5)CC4)c4ccc(N(C)C)cc4)c(OC)cc(OC)c32)cc1 (stereo not given) | -3 | 0.3 | 1.1 | -1.2 | -0.8 | 0 | 8 | 0.7 | -1.7 | 0.1 | 1
Cc1ccccc1Oc1ncccc1C(=O)/C(C#N)=C/N(C)C | -1 | -0.3 | 0.3 | -0.5 | -0.3 | 0 | 10 | -1.6 | -0.6 | 0.0 | 2
CCOc1ccc(OCCOC(=O)CNC(=O)c2ccc(Cl)cc2Cl)cc1 | 5 | 1.8 | 2.2 | -0.8 | 0.8 | 1 | -2 | 0.5 | 1.2 | 0.1 | 0
C/C(=N\NC(=S)NC1CCCCC1)c1c(F)cccc1F | 4 | -1.1 | -0.1 | -1.6 | -2.0 | -4 | 3 | -0.9 | 0.2 | 0.0 | 5
CNS(=O)(=O)c1ccc(N=Cc2c(C)[nH]n(-c3ccc(C)cc3C)c2=O)cc1 | 9 | -0.1 | x | -1.2 | 1.8 | 3 | -3 | -0.7 | 3.3 | -0.1 | -5
CC1(C(=O)Nc2ccc3c(c2)OCCO3)CN(S(C)(=O)=O)CC(=O)N1CCc1c[nH]c2ccccc12 (stereo not given) | -66 | -1.9 | x | -1.0 | 0.1 | 0 | 1 | 0.2 | x | 0.0 | 0
COc1ccc(-c2cn(CCO)nc2-c2ccc(OC)cc2)cc1 | -6 | -0.3 | 1.7 | -0.7 | -0.2 | 3 | -2 | 1.1 | 2.7 | 0.1 | 7
O=C(NC1CCCc2ccccc21)c1cccc(S(=O)(=O)N2CCN(c3ccccc3)CC2)c1 (stereo not given) | -3 | -2.1 | -1.8 | -1.3 | -2.5 | -3 | 0 | -2.1 | -4.0 | -0.2 | -1
CCCn1c(SCc2cc(=O)oc3ccc4ccccc4c23)n[nH]c1=O | -25 | -1.0 | 0.5 | -0.8 | -1.2 | -2 | -4 | -0.6 | 0.8 | -7.6 | -2
N#CC1C(C#N)N2CCCN2C1c1ccc(Cl)cc1 (stereo not given) | -10 | -0.5 | -1.3 | 0.1 | 1.6 | -3 | -2 | 5.8* | 1.8 | 1.3 | -3

Entries shown so far that have a nitro group on carbon:
SMILES | sPLA2-III inh | DAX1 inh-1 | DAX1 inh-2 | ssDAF12 agonist | hgDAF-12 ag | SMARCA2 act | GC-B act | hcDAF-12 act | FXN GAA850 act | proKLK7 act | GC-A act
O=C(COc1ccc([N+](=O)[O-])cc1)Nc1ccc(S(=O)(=O)N2CCOCC2)cc1 | -7 | 0.2 | 1.8 | -1.6 | -2.0 | -4 | -10 | -1.2 | 0.5 | 0.3 | 1
O=C(COc1ncnc2ccccc12)Nc1ccccc1[N+](=O)[O-] | 4 | 1.4 | 0.1 | -0.5 | 3.1 | -2 | 5 | 4.2 | -0.7 | -0.3 | 6
CC1CCC2CCCCC2N1C(=O)c1cc([N+](=O)[O-])cc([N+](=O)[O-])c1 (stereo not given) | 2 | -0.3 | -1.2 | -0.7 | 0.9 | -2 | 1 | 0.4 | 0.9 | -0.5 | -4
